miR122 inh: blocks miR-122 activity in Huh7 sensor cells; Huh7 miR-122 Renilla luciferase sensor, 48 h; neutral wells = 0, positive control = 100; activation (reporter increase), % at 12.5 µM; 340,000 tested, 0.3% active;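 active = mean replicate activation score at least 90 and every replicate individually at or above 90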;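 also: higher luciferase means less miR-122 activity so hits act as miR-122 inhibitors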
* marks the source's active call; other numbers are inactive results.

Screening CCc1c(O)nc(SCC(=O)Nc2ccc3c(c2)CCC3)[nH]c1=O returned miR122 inh -5.8.
For Cc1ccc(N2CC(C(N)=O)CC2=O)cc1 (configuration not stated) the results were miR122 inh -5.2.
For Cc1ccc(NC(=O)CSc2nnc(-c3cccs3)n2Cc2ccco2)cc1 the results were miR122 inh -3.9.
`O=C(NCC1CCC(C(=O)O)CC1)c1cccnc1` (configuration not stated) gave miR122 inh 3.5.
Screening CN(C)S(=O)(=O)c1ccc2[nH]cc(/C=C/c3nc4ccccc4c(=O)n3-c3ccccc3)c2c1 returned miR122 inh -1.8.
Nc1cc2ccccc2oc1=O was read as miR122 inh -0.2.
Cc1c(N2C(=O)/C(=C\c3cccc4ccccc34)SC2=S)c(=O)n(-c2ccccc2)n1C was read as miR122 inh -6.8.
For C=CCn1c(SCc2csc(C)n2)nc2sc3c(c2c1=O)CCC(C)C3 (configuration not stated) the results were miR122 inh -10.8.
CCOC(=O)c1nnn(-c2nonc2N)c1-c1cccc2ccccc12 was read as miR122 inh 0.9.
Cc1cccc2cc(CN(Cc3ccc(F)cc3)C(=O)C(F)(F)F)c3nnnn3c12 was read as miR122 inh -6.1.
`O=C(COc1ccc(S(=O)(=O)Nc2ccccc2)cc1)N1CCOCC1` gave miR122 inh 4.9.
`CCOC(=O)C1C(=O)C=C(C)C(C(=O)OCC)C1c1ccc(OC)cc1` (configuration not stated) gave miR122 inh -1.4.
Screening Cc1cc(C)n(CC(O)Cn2c3ccc(Cl)cc3c3cc(Cl)ccc32)c(=O)n1 (configuration not stated) returned miR122 inh 4.6.
For CCOC(=O)C1=C(C)NC(=O)NC1c1ccc(OCC(N)=O)cc1 (configuration not stated) the results were miR122 inh 2.3.
Cc1ccc(-c2ncccc2OC(=O)C23CC4CC(CC(C4)C2)C3)cc1 was read as miR122 inh 6.6.
For CCN(c1ccc(NC(=O)CN2C(=O)NC3(CCOc4ccccc43)C2=O)cc1)C(C)C (configuration not stated) the results were miR122 inh 0.5.
For CC(C)(C)NC(=O)c1nc2nc(-c3ccccc3)cc(C(F)(F)F)n2n1 the results were miR122 inh -0.4.
Screening CC(=O)Nc1ccc(SC(C)C(=O)NC(N)=O)cc1 (configuration not stated) returned miR122 inh -19.3.
For Cc1cc(Cl)ccc1OC(C)C(=O)NCCCCc1ccccc1 (configuration not stated) the results were miR122 inh 0.1.
`COC(=O)c1ccccc1NC(=O)CN(c1ccccc1)S(=O)(=O)N(C)C` gave miR122 inh 1.4.
Screening N/C(Cc1ccc([N+](=O)[O-])cc1)=N\OC(=O)c1ccc([N+](=O)[O-])cc1 returned miR122 inh 2.6.
For C=CCN1C(=O)CN=C1Nc1cccc(C)c1 the results were miR122 inh -1.4.
Screening CC(C)N(Cc1nc(-c2ccccc2)no1)C(=O)c1ccc(Br)o1 returned miR122 inh -2.4.
For COc1ccc(-c2cc(C(=O)N/N=C/c3ccc(OC)c(COCC(F)(F)C(F)F)c3)c3ccccc3n2)c(OC)c1 the results were miR122 inh -6.4.
Screening CCC(=O)NCC(=O)OCC(=O)c1ccccc1 returned miR122 inh -17.5.
Screening Cc1ccc(S(=O)(=O)Oc2ccccc2/C=N/NC(=O)c2nn(C)cc2[N+](=O)[O-])cc1 returned miR122 inh -0.8.
Screening COc1ccc2ccccc2c1CN1CCN(C)CC1 returned miR122 inh -2.7.
`O=c1[nH]c(C(F)(F)F)nc2ccccc12` gave miR122 inh 17.0.
O=C(NC(=S)NCCc1ccccc1)c1ccco1 was read as miR122 inh 1.0.
For O=S(=O)(c1ccc(Oc2ccccc2)cc1)N1CCOCC1 the results were miR122 inh -2.7.
`Cc1ccc(Cl)cc1NC(=O)N[C@@H](C)C(=O)O` gave miR122 inh -5.2.
For COc1cccc(-n2c(SCC(=O)NC(C)(C)C)nnc2-c2ccoc2C)c1 the results were miR122 inh -1.9.
`CC(=O)c1cc(CC=C(C)C)c(O)cc1O` gave miR122 inh 4.2.
Screening COc1ccc2c(c1)c(CC(=O)Nc1ccc(C)cc1)c(C)n2C(=O)c1ccc(Cl)cc1 returned miR122 inh 13.9.
`Cc1ccc2occ(C3N[C@H](C(=O)O)CS3)c(=O)c2c1` (some centres not stated) gave miR122 inh 5.8.
Screening CN(C)C=Nc1c(Br)cc(Br)c2nonc12 returned miR122 inh 0.3.
`O=C(CSc1nnc(-c2c[nH]c3ccccc23)n1CC1CCCO1)Nc1ccc2c(c1)OCCO2` (configuration not stated) gave miR122 inh 1.8.
`Cc1ccc(C)n1-c1ccncc1` gave miR122 inh -1.5.
N#Cc1ccc(Oc2ccc(-c3cnc4ccccc4n3)cc2)cc1C#N was read as miR122 inh -10.3.
Screening C=CCc1cccc2cc(C(=O)OCC)c(=O)oc12 returned miR122 inh -6.2.
Screening CC(C)(C)c1ccc(C(=O)c2c[nH]c(C(=O)NCc3ccco3)c2)cc1 returned miR122 inh -7.1.
COc1cccc(C2N(c3ccccn3)C(=O)C3CCCN32)c1OC (configuration not stated) was read as miR122 inh -5.0.
`Cc1ccc(NC(=O)CCC(=O)N/N=C/c2cc([N+](=O)[O-])ccc2O)cc1` gave miR122 inh 6.2.
Screening CCCCC(=O)Nc1ccc2c(c1)oc1ccccc12 returned miR122 inh 34.6.
COc1ccc(-c2nc(NC(=O)c3cc(C(C)(C)C)nn3C)sc2C)cc1 was read as miR122 inh -9.9.

Retrieved by compound from the list above (2):
For COc1cccc(-n2c(SCC(=O)NC(C)(C)C)nnc2-c2ccoc2C)c1 the results were miR122 inh -1.9.
`Cc1ccc2occ(C3N[C@H](C(=O)O)CS3)c(=O)c2c1` (some centres not stated) gave miR122 inh 5.8.

Additional results
`Cc1ccc(C(=O)Nc2onc(C)c2C#N)cc1` gave miR122 inh -0.7.
`N#CCCn1cc(C(CC(=O)c2ccccc2)C(=O)O)c2ccccc21` (configuration not stated) gave miR122 inh 0.1.
For COc1ccc(N2CCN(c3oc(COc4ccccc4Cl)nc3C#N)CC2)cc1 the results were miR122 inh 2.0.
`CC1CCCCN1Cc1nc2c(c(=O)n(C)c(=O)n2C)n1CCCc1ccccc1` (configuration not stated) gave miR122 inh -6.4.
`O=C(Nc1ccc(Cl)cc1C(=O)NCCN1CCOCC1)c1ccco1` gave miR122 inh -4.7.
Screening Cc1nc(NC(=O)CSc2nnc(C)n2CC2CCCO2)sc1C (configuration not stated) returned miR122 inh 9.2.
`CCn1ncc(NC(=O)Nc2cccc(C(F)(F)F)c2)c1C(N)=O` gave miR122 inh -0.5.
`CCOC(=O)c1nnc(-c2ccccc2)nc1Sc1c(Cl)cccc1Cl` gave miR122 inh -3.7.
`COc1ccccc1NC(=O)C1=C(C)Nc2nnnn2C1c1ccccn1` (configuration not stated) gave miR122 inh 7.5.
`CC(=O)N1N=C(c2ccncc2)OC12CCCC2` gave miR122 inh -6.1.
`Cc1ccc(S(=O)(=O)c2cc3ccccc3oc2=O)cc1` gave miR122 inh 0.2.
For O=C(CN1CCN(c2ccccn2)CC1)Nc1ccc2ccccc2c1 the results were miR122 inh -3.4.
Clc1cccc(Nc2c3c(nc4ncnn24)CCC3)c1 was read as miR122 inh 3.6.
CC(C)(C)C(=O)NC1(C(F)(F)F)C(=O)Nc2c1c(=O)[nH]c(=O)n2Cc1ccco1 (configuration not stated) was read as miR122 inh 2.0.
Screening CCc1nnc(SCc2cn3c(C)cc(C)nc3n2)n1N returned miR122 inh -4.9.
Screening CCCS(=O)(=O)N1CCCC(C(=O)NCC2CCCO2)C1 (configuration not stated) returned miR122 inh 0.2.
Screening CCC(CC)C(=O)Nc1c2c(nn1-c1ccc(OC)cc1)CS(=O)C2 (configuration not stated) returned miR122 inh -8.6.
Screening CC1CCC/C(=N\NC(=O)COc2ccc(Cl)cc2Cl)C1 (configuration not stated) returned miR122 inh -0.5.
For CCc1ccccc1NC(=O)CSc1nnc([C@@H](N)Cc2ccccc2)o1 the results were miR122 inh -6.0.
Screening COc1cc2c(cc1OC)-c1cc(Nc3ccc4c(c3)OCCO4)nc(=O)n1CC2 returned miR122 inh -7.2.
Nc1cc(C(=O)OCC(=O)N2CCCC2)ccc1Cl was read as miR122 inh 3.0.
Cc1noc(C)c1S(=O)(=O)N1CCC(C(=O)NCCc2ccc(S(N)(=O)=O)cc2)CC1 was read as miR122 inh 11.1.
For CC(C)n1cc(/C=N\NC(=O)c2cc3c(ccc4ccccc43)o2)c2ccccc21 the results were miR122 inh 1.1.
For O=C(NCc1cccs1)c1ccc2c(c1)OCCO2 the results were miR122 inh 2.7.
For Cc1ccc(NC(=O)c2ccc(OC(=O)C(C)Oc3ccc(Cl)cc3C)cc2)cc1 (configuration not stated) the results were miR122 inh 4.1.
For CC(C)C1C(C#N)=C(N)SC(N)=C1C#N the results were miR122 inh 10.0.
`COc1ccc(/C=C/C(=O)c2ccc3c(c2)OCCO3)cc1[N+](=O)[O-]` gave miR122 inh 28.3.
For Cc1cc(NC(=O)Nc2ccccc2)n(-c2ccccc2)n1 the results were miR122 inh -1.7.
Screening CCCc1c(C)c2ccccc2[nH]c1=O returned miR122 inh -5.4.
`CC(=O)Oc1ccc(/C=N/NC(=O)C2CCCN2S(=O)(=O)c2ccc(Cl)cc2)cc1` (configuration not stated) gave miR122 inh -3.2.
CCN1CCCC1CNC(=O)CSc1cc(=O)n(C)c2cc(Cl)ccc12 (configuration not stated) was read as miR122 inh -5.1.
`COc1cc(S(=O)(=O)NCc2cccnc2)ccc1F` gave miR122 inh 14.7.
`OC(COCc1ccc2c(c1)OCO2)CN1CCN(Cc2ccccc2)CC1` (configuration not stated) gave miR122 inh -6.0.
For O=C1COc2ccccc2N1Cc1ccccc1Cl the results were miR122 inh 9.7.
Screening O=C(Cn1cnc2c(cnn2-c2ccc(F)cc2)c1=O)N1CCN(c2ccccc2F)CC1 returned miR122 inh -3.0.
CN1C(=O)C(O)(CC(=O)c2ccncc2)c2ccccc21 (configuration not stated) was read as miR122 inh 0.0.
`CCn1nnc(NC(=O)c2cccc(-c3cc4ccccc4oc3=O)c2)n1` gave miR122 inh -7.6.
For CC(c1ccco1)N(C(=O)c1cccs1)c1ccccn1 (configuration not stated) the results were miR122 inh 1.5.
For O=C(NCCCN1CCOCC1)C1(c2ccccc2)CCCC1 the results were miR122 inh -0.4.
`CCOc1ccc(NC(=O)c2ccco2)cc1` gave miR122 inh -1.5.
`Cc1occc1-c1nnc(SCC(=O)c2ccc(F)cc2)o1` gave miR122 inh -2.1.
For CCN1CCN(CCNC(=O)CCc2c(C)c3c(C)nn(-c4ccccc4)c3n(C)c2=O)CC1 the results were miR122 inh -0.9.
N#Cc1ccc(-c2ccc(F)cc2)nc1Sc1ccccc1 was read as miR122 inh -11.5.
For Cc1ccccc1C(=O)NC(=S)Nc1ccc(S(=O)(=O)N2CCN(C)CC2)cc1 the results were miR122 inh -5.3.
CCCCCCn1c(SCCN2CCOCC2)nc2c1c(=O)[nH]c(=O)n2C was read as miR122 inh 3.3.
Cc1cccc(CN2C(=O)/C(=C\c3ccc(C(=O)NCCN4CCOCC4)cc3)Sc3ccccc32)c1 was read as miR122 inh 4.3.
For O=C(O)C1CCCCN1S(=O)(=O)c1ccc2ccccc2c1 (configuration not stated) the results were miR122 inh 3.8.
For C=CCOC(=O)C1=C(C)N=C2SCCC(=O)N2C1c1cccs1 (configuration not stated) the results were miR122 inh 4.4.
`Cc1noc(C)c1S(=O)(=O)N1CCC(C(=O)N2CCC(C)CC2)CC1` gave miR122 inh -8.6.
`Cc1cccc(OCCSc2nnc(-c3ccoc3C)n2C)c1` gave miR122 inh -7.3.
c1ccc(OCc2nc3ccccc3s2)cc1 was read as miR122 inh 3.2.
Screening COc1ccc(C(=O)Oc2coc(CSc3nnc(NC(=O)c4cccs4)s3)cc2=O)cc1 returned miR122 inh 0.3.
`Cc1cc(C)c(NC(=O)NC(=O)c2cccc(F)c2)c(C)n1` gave miR122 inh -5.7.
O=C(Nc1ccccc1)c1cc(-c2ccccc2Cl)no1 was read as miR122 inh -3.8.
For c1ccc(-c2nc3ccccc3nc2N2CCOCC2)cc1 the results were miR122 inh 12.4.
COc1cc(-c2nnc(SC(C)C(=O)Nc3c(C)n(C)n(-c4ccccc4)c3=O)o2)cc(OC)c1OC (configuration not stated) was read as miR122 inh 0.7.
For CCOc1ccccc1CNC(=O)C1CCC(=O)N1C(C)C (configuration not stated) the results were miR122 inh -1.2.
Screening CN(C)S(=O)(=O)c1ccc(N2CCCC2)c(C(=O)Nc2ccccc2N2CCOCC2)c1 returned miR122 inh 3.3.
For CCSc1nc(=O)n(-c2ccccc2)c(C)c1C(C)=S the results were miR122 inh 6.5.
`N#CC1=C(N)Oc2ccccc2C12C(=O)Nc1n[nH]c(-c3ccccc3)c12` (configuration not stated) gave miR122 inh -1.7.
`CC(NC(=O)C1C(=O)N(CCO)C2(C)CC1c1ccccc1O2)c1ccccc1` (configuration not stated) gave miR122 inh -1.7.
Screening Cc1ccccc1/C=C1\OC(=O)c2ccccc21 returned miR122 inh -3.4.

Among those listed so far, 13 contain a furan ring, fused or not.
For Cc1ccc(NC(=O)CSc2nnc(-c3cccs3)n2Cc2ccco2)cc1 the results were miR122 inh -3.9.
Screening CC(C)N(Cc1nc(-c2ccccc2)no1)C(=O)c1ccc(Br)o1 returned miR122 inh -2.4.
O=C(NC(=S)NCCc1ccccc1)c1ccco1 was read as miR122 inh 1.0.
For COc1cccc(-n2c(SCC(=O)NC(C)(C)C)nnc2-c2ccoc2C)c1 the results were miR122 inh -1.9.
Screening CC(C)(C)c1ccc(C(=O)c2c[nH]c(C(=O)NCc3ccco3)c2)cc1 returned miR122 inh -7.1.
Screening CCCCC(=O)Nc1ccc2c(c1)oc1ccccc12 returned miR122 inh 34.6.
`O=C(Nc1ccc(Cl)cc1C(=O)NCCN1CCOCC1)c1ccco1` gave miR122 inh -4.7.
CC(C)(C)C(=O)NC1(C(F)(F)F)C(=O)Nc2c1c(=O)[nH]c(=O)n2Cc1ccco1 (configuration not stated) was read as miR122 inh 2.0.
For CC(C)n1cc(/C=N\NC(=O)c2cc3c(ccc4ccccc43)o2)c2ccccc21 the results were miR122 inh 1.1.
For CC(c1ccco1)N(C(=O)c1cccs1)c1ccccn1 (configuration not stated) the results were miR122 inh 1.5.
`CCOc1ccc(NC(=O)c2ccco2)cc1` gave miR122 inh -1.5.
`Cc1occc1-c1nnc(SCC(=O)c2ccc(F)cc2)o1` gave miR122 inh -2.1.
`Cc1cccc(OCCSc2nnc(-c3ccoc3C)n2C)c1` gave miR122 inh -7.3.

Assay outcomes as filed in PubChem.

Some of the compounds tested; rates above refer to the full screens.
